Pol beta inh – qHTS Assay for Inhibitors of DNA Polymerase Beta. AID 485314, 2010. Pol beta primer extension/strand displacement, fluorescence kinetic. hit rate 1.3% among 340,000. Potency, µM (titrated, usually from 114 µM), without a hit: top-dose activity change, negative = inhibition, actives largely listed as inhibitors. P06746; note: potency is the fitted concentration of half-maximal effect; % is set by controls: 0 for no effect and ±100 for the full control effect
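Pol beta (10 nM) and compounds were preincubated 15 min at room temperature, then 50 nM substrate (final) started primer extension/strand displacement. Reads were taken at 0 and 10 min; concentration-response data were fitted to a four-parameter Hill equation.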
Pol iota inh – qHTS for Inhibitors of Polymerase Iota | DNA polymerase iota (Homo sapiens), Q9UNA4 | Pol iota fluorescent replication assay, 10 min | Potency, µM (highest dose often 115 µM), without a hit: at the top dose activity, negative = inhibition, usual class: inhibitors | hit rate 1% among 390,000 | AID 588590, 2011; note: potency is the fitted concentration of half-maximal effect
Target sequence (Q9UNA4 whole entry, looked up): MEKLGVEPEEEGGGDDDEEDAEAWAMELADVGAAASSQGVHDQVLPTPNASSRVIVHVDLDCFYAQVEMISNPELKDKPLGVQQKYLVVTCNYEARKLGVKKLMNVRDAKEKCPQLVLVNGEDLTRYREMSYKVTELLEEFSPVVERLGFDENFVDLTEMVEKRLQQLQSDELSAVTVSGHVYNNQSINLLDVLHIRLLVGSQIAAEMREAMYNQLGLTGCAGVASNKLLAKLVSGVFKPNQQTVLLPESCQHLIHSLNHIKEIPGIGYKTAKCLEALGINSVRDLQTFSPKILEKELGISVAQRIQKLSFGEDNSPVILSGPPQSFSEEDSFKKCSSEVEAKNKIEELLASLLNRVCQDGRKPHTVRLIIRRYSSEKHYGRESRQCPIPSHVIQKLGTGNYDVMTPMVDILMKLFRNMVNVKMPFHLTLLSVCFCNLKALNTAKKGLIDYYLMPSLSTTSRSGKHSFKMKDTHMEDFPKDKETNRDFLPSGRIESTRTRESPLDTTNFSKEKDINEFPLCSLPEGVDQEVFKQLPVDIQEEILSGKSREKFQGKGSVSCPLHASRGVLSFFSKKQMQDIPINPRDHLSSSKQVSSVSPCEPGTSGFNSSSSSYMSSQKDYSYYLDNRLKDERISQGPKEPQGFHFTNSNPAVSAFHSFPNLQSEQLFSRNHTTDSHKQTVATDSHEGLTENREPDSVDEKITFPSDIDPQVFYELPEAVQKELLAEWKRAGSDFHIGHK
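Fluorescent replication assay read twice, at 0 min and 10 min after adding 50 nM (final) substrate. Enzyme (10 nM) and compounds were first incubated 15 min at room temperature; enzyme-free buffer wells were negative controls.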
BLM helicase inh – qHTS Assay for Inhibitors of Bloom's syndrome helicase (BLM); AID 2528, 2010; recombinant BLM DNA unwinding, fluorescence dequenching; RecQ-like DNA helicase BLM (Homo sapiens), P54132; Potency, µM (highest dose often 56.1 µM), for the others: top-dose activity change, negative = inhibition, usual class: inhibitors; hit rate 0.2% among 350,000;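 note: potency is the fitted concentration of half-maximal effect; plate controls were vehicle for no effect and no enzyme for full effect; nearly all actives have a fitted effect of over 35% in size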
Glioma ERSR ind – qHTS for Inducers of the Endoplasmic Reticulum Stress Response (ERSR) in Human Glioma: qHTS; AID 602332, 2012; hit rate 0.02% among 420,000; U87-MG GRP78 promoter luciferase reporter, 16 h; Potency, µM, for inactives: at the top dose activation, actives largely listed as activators; note: potency is the fitted concentration of half-maximal effect; series mostly up to about 76 µM; % of control where 0% means no effect; nearly all actives have a fitted effect of over 35% in size
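Stably transfected U87-MG glioma cells carrying a GRP78-based luciferase sensor; 16 h compound incubation. Luminescence end-point read 10 min after Bright-Glo addition at room temperature.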
Apoferritin bind – qHTS Assay for Identification of Novel General Anesthetics | AID 485281, 2010 | Ferritin light chain (Equus caballus), P02791 | Potency, µM (highest dose often 77.5 µM), for the others: at the highest dose activity change, negative = displacement, hits mostly inhibitors | apoferritin/1-aminoanthracene competitive binding, fluorescence | hit rate 0.074% among 350,000; note: potency is the fitted concentration of half-maximal effect; % is set by controls: 0 for no effect and ±100 for the full control effect; nearly all actives have a fitted effect of over 20% in size
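Horse-spleen apoferritin (10 uM) in 50% saturated 1-aminoanthracene in PBS was incubated 10 min at room temperature with compound. Fluorescence (ex 380, em 535 nm) was normalized to free and bound 1-AMA, with concentration-response fitted by a four-parameter Hill equation.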
POLK inh – qHTS for Inhibitors of Polymerase Kappa; hit rate 0.53% among 400,000; purified Pol kappa, fluorescent DNA synthesis assay, 10 min; DNA polymerase kappa (Homo sapiens), Q9UBT6; Potency, µM (top dose mostly 107 µM), inactives show at the top dose activity, negative = inhibition, hits mostly inhibitors; note: potency is the fitted concentration of half-maximal effect; % is set by controls: 0 for no effect and ±100 for the full control effect
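Activity was followed as the change in fluorescence between reads at 0 and 10 min after starting the reaction with 50 nM substrate. Beforehand, 10 nM polymerase had been preincubated with compound for 15 min at room temperature.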
APE1 inh – qHTS Assay for Inhibitors of the Human Apurinic/apyrimidinic Endonuclease 1 (APE1). DNA repair nuclease/redox regulator APEX1 (Homo sapiens), P27695. recombinant APE1, TAMRA/BHQ-2 abasic DNA cleavage fluorescence. Potency, µM (highest dose often 65.8 µM), for the others: top-dose activity change, negative = inhibition, actives largely listed as inhibitors. hit rate 0.35% among 350,000. AID 2517, 2012;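 note: potency is the fitted concentration of half-maximal effect; plate controls were vehicle for no effect and reference inhibitor for full effect; nearly all actives have a fitted effect of over 55% in size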
Target sequence (P27695 whole entry, looked up): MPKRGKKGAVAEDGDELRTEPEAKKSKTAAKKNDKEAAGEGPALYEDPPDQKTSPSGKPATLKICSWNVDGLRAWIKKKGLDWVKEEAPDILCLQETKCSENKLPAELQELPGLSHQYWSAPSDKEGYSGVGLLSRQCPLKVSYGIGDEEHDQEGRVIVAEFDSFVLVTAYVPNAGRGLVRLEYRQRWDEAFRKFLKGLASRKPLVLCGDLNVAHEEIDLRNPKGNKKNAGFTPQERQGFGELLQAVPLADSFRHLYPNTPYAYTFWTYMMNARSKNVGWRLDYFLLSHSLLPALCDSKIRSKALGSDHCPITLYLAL
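Activity was derived from the fluorescence gain between first and third kinetic reads (60 s intervals, ex 525/em 598 nm) after 50 nM THF-abasic TAMRA/BHQ-2 duplex was added to 0.75 nM APE1 preincubated 15 min with compound.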
POLH inh – qHTS for Inhibitors of Polymerase Eta; DNA polymerase eta (Homo sapiens), Q9Y253; recombinant Pol eta, fluorescent DNA replication assay; Potency, µM (top dose mostly 114 µM), inactives show at the top dose activity change, negative = inhibition, most hits filed as inhibitors; hit rate 1.2% among 390,000; note: potency is the fitted concentration of half-maximal effect; % is set by controls: 0 for no effect and ±100 for the full control effect
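Pol eta (10 nM) was preincubated with compounds for 15 min at room temperature, after which fluorescent replication substrate (50 nM final) was added to start the reaction. Fluorescence was read kinetically at 0 and 10 min.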
LDHA inh – qHTS assay for inhibitors of human lactate dehydrogenase; L-lactate dehydrogenase A chain (Homo sapiens), P00338; purified LDHA, NADH/diaphorase-resazurin fluorescence; active compounds read low; activity change, % (values are at about 110 or 230 µM); hit rate 0.15% among 480,000; AID 1347041, 2019; in the data active = activity change below about -30%; inconclusive = mostly about -25% to -30%;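 note: plate controls were DMSO wells for no effect and wells without enzyme for full effect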
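Enzyme activity of human lactate dehydrogenase 5 (2 nM; 0.06 mM NADH, 0.2 mM pyruvate, 5 min, RT) is measured via a resazurin/diaphorase fluorescence readout of residual NADH.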
An asterisk follows results filed as active; ? = inconclusive; nt = not tested or not shown; [ ] = dose if it differs, or a comment. Unless noted, calls come from the whole dose curve; as a rule, active = well fitted curve in the direction sought with a large enough effect; inconclusive = small, poorly fitted or top-dose-only effect, or another doubt; inactive = no such curve, though single readings can be large; an effect the other way counts as inactive or inconclusive.

Compound | Pol beta inh | Pol iota inh | BLM helicase inh | Glioma ERSR ind | Apoferritin bind | POLK inh | APE1 inh | POLH inh | LDHA inh
CCC(C)NC(=O)C1CCCN(S(=O)(=O)c2ccc3c(c2)CC(C)N3C(=O)C2CC2)C1 (stereo not given) | 2% | 1% | -1% | -2% | -12% | -13% | 35% | -1% | -10
COC(=O)C(c1ccccc1)C1(O)CC(C)N(C)CC1C (stereo not given) | 44% | 103%[activator] | 3% | -3% | -3% | -10% | -7% | 9% | -1
CCOc1ccccc1N1CCN(S(=O)(=O)c2ccc3c4c(cccc24)C(=O)N3)CC1 | ? | 14µM* | -9% | -4% | -9% | 45µM* | ? | 79µM* | 8
O=C(/C=C/c1cccc([N+](=O)[O-])c1)NCCSCc1ccc(Cl)cc1 | -6% | 1% | -7% | -4% | ? | -4% | 7% | -11% | -4
CCCN1CCN(CCCNC(=O)Cn2nc(C)n3c(cc4cc(OC)ccc43)c2=O)CC1 | 22% | 16% | -11% | -2% | 37%[activator] | 3% | -9% | -16% | -8
O=C(NC(NC(=S)Nc1ccccc1O)C(Cl)(Cl)Cl)c1ccco1 (stereo not given) | -2% | 15% | 0% | 2% | -5% | -5% | -6% | -12% | -4
Cc1ccc(N2CCN(c3ccc(C)cc3)C2c2cccnc2)cc1 | 1% | -9% | -9% | 2% | ? | -9% | -3% | -10% | 1
CCCCC(CC)C(=O)Nc1cc(C(=O)NCCC)ccc1N1CCC2(CC1)CC(c1ccccc1)=NO2 (stereo not given) | 0% | 47%[activator] | -5% | -3% | 33%[activator] | -2% | 26% | -9% | 1
C=CCn1cnc2c(c1=O)c1nc3ccccc3nc1n2-c1ccc(C)cc1 | -18% | nt | -5% | nt | -5% | nt | -1% | nt | nt
CC(=O)c1ccc(NC(=O)CSc2nc3ccccc3c(=O)n2CCCN2CCOCC2)cc1 | nt | 2% | nt | 0% | nt | -18% | -10% | -19% | -3
CC(CNc1ccc([N+](=O)[O-])c2cccnc12)Nc1c([N+](=O)[O-])cc(C(F)(F)F)cc1[N+](=O)[O-] (stereo not given) | 23% | 15% | -7% | -2% | ? | -13% | -2% | -10% | 1
Cn1c(/C(C#N)=C(\O)c2cc(Cl)sc2Cl)nc2ccccc21 | ? | -2% | -1% | 0% | -4% | -1% | 51%[activator] | -4% | -4
CCc1nc(C(N)=O)c2[nH]c(=O)n(-c3ccccc3F)c2n1 | 28% | -8% | -5% | -6% | -1% | 2% | 19% | -2% | 1
COc1ccc(OC)c(S(=O)(=O)N2CCCc3ccccc32)c1 | 25% | 9% | -4% | 1% | 50%[activator] | -10% | -6% | -14% | -1
O=C(CSc1nnc(CNC(=O)c2ccco2)o1)Nc1ccccc1C(F)(F)F | 0% | 11% | -1% | -2% | -7% | -2% | -10% | 6% | -4
C[C@H](NC(=O)c1ncn(Cc2ccccc2)c1C(=O)N[C@@H](C)c1ccccc1)c1ccccc1 | nt | -7% | nt | -4% | nt | -10% | -14% | ? | -6
CCOCCn1ccc2c(OCC(=O)Nc3cc(OC)ccc3OC)cccc2c1=O | nt | 96%[activator] | nt | -4% | nt | -6% | -18% | -7% | -10
COCCn1c(=O)c(-c2cn(C)c3ccccc23)nc2cnc(N3CCNCC3)nc21 | nt | nt | 1% | -4% | nt | -13%[60.1 µM] | -1% | nt | nt
Cc1cc(F)ccc1NCc1ccccc1-c1nnc(-c2ccccc2Cl)o1 | 18% | 25% | -9% | 3% | -10% | 19% | nt | -23% | 0
N#Cc1nc(Cc2cccc3ccccc23)oc1N1CCC(C(N)=O)CC1 | 18% | 10% | -2% | -5% | -21% | -1% | -3% | -10% | -9
O=C(Cc1n[nH]c(=O)c2ccccc12)NCc1ccc(Cl)cc1 | -1% | 13% | -7% | -1% | -8% | -10% | 4% | 11% | -13
Nc1nc(SCC(=O)Nc2ccc(Br)cc2Br)n[nH]1 | nt | 14% | nt | 1% | nt | -16% | 37% | -16% | -15
CC(Sc1nnc(-c2ccc(Cl)cc2)n1C)C(N)=O (stereo not given) | 3% | -9% | -1% | 0% | -9% | 5% | -1% | -9% | -6
CC1CCN(S(=O)(=O)c2ccc3nc(N4CCN(c5ccc(F)cc5)CC4)ccc3c2)CC1 | -1% | 31%[activator] | -1% | -2% | -4% | -13% | nt | -18% | 1
O=C(NCc1ccccc1C(F)(F)F)C1CC(c2ccc(C(F)(F)F)cc2)=NO1 (stereo not given) | 10% | -14% | -13% | -7% | 3% | -17% | -8% | -21% | -6
COc1ccc(OCC(O)Cn2ccnc2C)cc1 (stereo not given) | 33% | 1% | -14% | -1% | -5% | -7% | -5% | -3% | 0
N/C(=N\S(=O)(=O)c1ccccc1)c1ccc([N+](=O)[O-])cc1 | 4% | 15% | 5% | -1% | 0% | 1% | 0% | -12% | 1
CSc1nnc(-c2ccc(S(=O)(=O)N3CCCC3)cc2)n1C | 7% | 41%[activator] | -2% | -6% | 3% | -1% | 2% | -5% | -3
C/C(=C\c1ccccc1)CN1CCN(C(C)C)C(CCO)C1 (stereo not given) | 31% | -10% | -3% | -7% | -2% | -1% | 29% | -5% | -4
O=C(Nc1ccccc1NS(=O)(=O)c1ccc(F)cc1)C1CCCC1 | 8% | 74%[activator] | 1% | -2% | -10% | 3% | -4% | -22% | -4
CC1CCCN(Cc2c(O)ccc3c(=O)c(-c4ccc(Cl)cc4)c(C(F)(F)F)oc23)C1 (stereo not given) | -1% | 3% | -4% | nt | 5% | -14% | nt | nt | -6
CS(=O)(=O)N1CCC(C(=O)Nc2ccc(F)c(Cl)c2)CC1 | -10% | 213%[activator] | -4% | -3% | -5% | -14% | 9% | -9% | -10
CCOC(=O)c1nnc2c(-c3ccc(OC)cc3)c(C)nn2c1N | -3% | 8% | 3% | -1% | -3% | -12% | nt | -6% | 1
Cc1ccc(C(=O)NCCC(=O)N2CCC3(CC2)NCCc2[nH]cnc23)cc1 | 3% | 39%[activator] | 4% | -2% | -2% | 2% | 5% | -14% | 0
Cc1ccccc1N1CCN(C2CCCN(C(=O)c3cn4c(C)cccc4n3)C2)CC1 (stereo not given) | -2% | -13% | 0% | -2% | -13% | -9% | -9% | -11% | -4
O=C(COC(=O)c1c(Cl)cccc1Cl)NC1CCCCCCC1 | nt | 20% | nt | -1% | nt | -3% | 7% | ? | 1
Cc1ccc(NC(=O)/C=C/c2ccc(C)o2)c(C)c1 | 2% | -4% | -1% | 1% | -11% | -22% | nt | -8% | -1
O=C(CNc1ccccc1F)N/N=C/C1CC=CCC1 (stereo not given) | 4% | 72%[activator] | 0% | 2% | ? | -10% | 13% | -29% | -5
COc1ccc(C(CNC(=O)CCOc2ccccc2)N(C)C)cc1 (stereo not given) | 5% | 5% | -2% | 0% | -7% | -9% | 6% | -15% | -7
CNC(=S)N1CCN(c2ccc(Cl)c(Cl)c2)CC1 | 19% | 149%[activator] | -17% | -2% | -13% | -2% | -1% | -19% | 0
CCC(=O)N1c2ccc(S(=O)(=O)NCc3ccccc3)cc2CC1C (stereo not given) | 29% | 74%[activator] | -4% | -1% | -14% | -4% | -7% | -19% | -22
CCCCCCSc1ccc([C@@H]2[C@H]3C(=O)N(CC)C(=O)[C@H]3[C@]3(C(=O)OC)CCCCN23)cc1 | nt | 23% | nt | -2% | nt | -15% | -13% | -16% | 0
O=C1CS(=O)(=O)N(Cc2ccc(F)cc2)c2ccccc21 | nt | 1% | nt | 0% | nt | 14% | 3% | -10% | -1
CC1(C)O[C@H]2C[C@@H]3[C@H]4CCC5=CC(=O)C=C[C@]5(C)[C@@]4(F)[C@@H](O)C[C@]3(C)[C@]2(C(=O)CO)O1 | nt | nt | 1% | -2% | 5% | -10%[60.1 µM] | nt | nt | nt
Cc1ccc(NC(=O)c2cc(S(=O)(=O)c3ccccc3)ccc2Cl)cc1 | 2% | 1% | -6% | -3% | -14% | -14% | -9% | 1% | -1
Cc1c(Cl)cccc1NC(=S)NCc1cccs1 | -1% | 20% | -7% | 1% | -2% | -9%[60.1 µM] | 11% | -5% | -4
CCN(CC)CCP(=O)(c1ccccc1)c1ccccc1 | 16% | 6% | 1% | -5% | -5% | -4% | 9% | -5% | -2
O=C(NCc1cn2ccsc2n1)c1c(F)cccc1Cl | -19% | -3% | -2% | -3% | -11% | -17% | 0% | -12% | -13
CC(=O)Nc1nc(-c2ccc3c(c2)CCO3)cs1 | 9% | 9% | -11% | 1% | -8% | 9% | -2% | -3% | 2
S=C1NCCOCCOCCOCCNC(=S)NCCOCCOCCOCCN1 | 1% | 24% | 2% | -6% | -1% | -8% | 1% | -4% | -6
O=C(O)c1ccc(NC(=S)NC(=O)c2ccc(-c3ccccc3)cc2)cc1 | 16% | 43%[activator] | -12% | 13% | 1% | -18% | 3% | -29% | -8
COc1ccc(C2CC(c3ccc(Br)cc3)Nc3nc(N)nn32)cc1 (stereo not given) | -6% | 24% | -5% | -5% | -11% | -4% | 5% | -21% | -5
COc1ccc(-c2cc(C(=O)NCc3ccco3)c3ccccc3n2)c(OC)c1 | 0% | -10% | -9% | -3% | -7% | -11% | 0% | 1% | 0
O=C(/C=C/c1ccc(F)cc1)NCCc1ccc2c(c1)OCCO2 | 0% | 5% | 0% | -2% | -11% | -1% | 1% | -11% | -1

Compound activity (PubChem)

Not all compounds are listed; count on the stated rates, not on these rows.
